MT stabilizer: stabilizes microtubules in HeLa cells; HeLa tubulin immunostaining HCS, 24 h; share of cells brighter than vehicle mean+2SD; % tubulin-high responders, % at 10 µM; hit rate 0.83% among 200,000; AID 2205;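 active = plate Z-score above 3 for both tubulin-high and condensed-nucleus cell shares, with cell loss under 80%, at 10 µM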;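 note: anti alpha tubulin signal scored within the nucleus-defined area of each cell; some results filed as inactive read as strong as hits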
bCat nuc transl: alters nuclear translocation of beta-catenin in HeLa cells. nuclear translocation activity, % at 5 µM. hit rate 0.3% among 190,000. immunofluorescence imaging. AID 1665;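 active = nuclear translocation activity above 50% at 5 µM, with a well cell count of 50 or more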;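 note: per-cell ratio of nuclear to cytoplasmic median beta-catenin stain intensity; plate controls were DMSO negative control for no effect and GSK-3 inhibitor IX positive control for full effect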
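test system = HeLa cells, endogenous beta-catenin | dosing = single 5 µM dose plus 0.02–20 µM confirmation series | times = compound treatment 24 h, 37°C, 5% CO2 | technique = beta-catenin immunofluorescence imaging with DAPI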
ER stress rescue: protection against thapsigargin-triggered cell killing – 384-well, CSM14.1, ATP luminescence, primary screen (AID 1222) | cellular ATP content (survival), % at 20 µM; hits with a dose series show EC50 in µM | 190,000 tested, under 10 active | CSM14.1 thapsigargin-induced death rescue, ATP luminescence; higher % means a stronger effect;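 active = EC50 below 50 µM in the dose-response confirmation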;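 note: death triggered by thapsigargin at about 15 µM added after 2 h compound pretreatment; cell ATP read after overnight thapsigargin exposure of roughly 18 to 22 hours; normalized against plate controls of thapsigargin alone and 5% DMSO vehicle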
Autophagy HCS: autophagy modulation, high-content screen; MEF GFP-LC3 puncta imaging; test concentration mostly 10 µM; calls only at 10 µM (by protocol); hit rate 0.98% among 190,000; AID 463193;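 active = percentage of spot-positive cells more than 3 SD above its plate mean, without a fluorescence outlier flag or 80% toxicity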;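 note: spot-positive cell cutoff set from DMSO-treated cells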
Dynein transport: dynein cargo transport inhibition; 3617.4 mouse cells, GR-EGFP nuclear translocation imaging; test concentration mostly 20 µM; stimulated with dexamethasone, 1 µM; hits give low values; z-score, hits read low; hit rate 0.47% among 220,000;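 active = plate z-score of nuclear minus cytoplasmic receptor signal below a set negative limit, without overly bright fluorescence or cell loss, cut at about -3.5 in these data, passing the limit was not always enough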;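 note: z-score of nuclear minus cytoplasmic ring GR-EGFP intensity difference per well; some compounds called inactive have numbers as strong as hits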
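Buffer or medium: tet-free, stripped-serum medium; reagent: dexamethasone at 1.0 µM final, 30 min; incubation: 48 h induction, 1 h compound, 30 min dex at 37 °C; measured by: formaldehyde fixation, Hoechst nuclear stain, 10x automated fluorescence imaging; read-out: nuclear-to-cytoplasmic GR-EGFP distribution per well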
Ins promoter up: MIN6 insulin promoter up-regulation | AID 1625 | hit rate 0.3% among 190,000 | z-score at 5 µM | MIN6 insulin promoter-GFP reporter, high-content imaging; hits give high values;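 active = z-score above 3 at 5 µM with at least 500 cells counted in the well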
T cell modulator: T cell immune modulation candidate; hit rate 0.068% among 330,000; 2C CD8+ T cell-vesicle binding, flow cytometry; hits give low values; AID 2052; calls only at 7 µM;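 active = response, share of CD8 T cells binding vesicles, and their 90th percentile fluorescence all below set limits, cut at about 80% in these data, passing the limit was not always enough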
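System: murine 2C transgenic CD8+ T lymphocytes; also added: QL9-loaded Drosophila micro-vesicles; times: binding 1.5 h at 37 °C; measured by: flow cytometry, PE anti-B7-1 (FL2) versus Alexa647 anti-CD8 (FL8), PFA-fixed; control set: Peptide-free naked vesicles (low) and QL9 vesicles with 0.7% DMSO vehicle (high)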
PhoP inhibition: PhoP-dependent GFP reporter repression – Salmonella Typhimurium, primary screen (AID 1863). S. Typhimurium PhoP-regulated promoter GFP reporter, 4 h; higher % means a stronger effect. one-dose inhibition, % at 50 µM; IC50 in µM for titrated hits. hit rate 0.16% among 300,000;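 active = inhibition over 29.93%, a cutoff 3 SD above the screen mean, later confirmed by dose response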;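 note: 0% = low Mg2+ inducing control and 100% = high Mg2+ repressing control; strong numbers were not always called active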
Hep lipid drop: modulators of hepatic lipid droplet formation; AML12 mouse hepatocytes, oleate lipid droplets, BODIPY imaging; hit rate 0.4% among 240,000; AID 1656; inhibition, % at 6.5 µM;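 active = lipid droplet intensity inhibited by at least 50%, with more than 500 cells counted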
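material = mouse AML12 hepatocyte cell line, fixed after treatment | also added = 100 µM oleic acid challenge | doses = compound at 6.5 µM only | schedule = overnight exposure | technique = Image-based BODIPY and DAPI two-channel analysis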
Dynein transport cytoplasmic EGFP: second read-out of Dynein transport, no call of its own (marks repeat the call); z-score; measured here: cytoplasmic GR-EGFP intensity; hits give high values
Dynein transport nuclear GR-EGFP: second read-out of Dynein transport, no call of its own (marks repeat the call); z-score; measured here: nuclear GR-EGFP intensity;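 lower value marks the stronger effect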
Dynein transport cell count: recorded beside Dynein transport, whose call it bears; z-score; measured here: cell count per field
Ins promoter up cell count: second read-out of Ins promoter up, no call of its own (marks repeat the call); cell count; measured here: cytotoxicity, nuclei count;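 total cells summed across four imaged fields per well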
Hep lipid drop cells 6.5 µM: further read-out of Hep lipid drop, marked with its call; cell count; measured here: cell count, cytotoxicity flag;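 cells counted across two imaged fields per well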
bCat nuc transl cell count 5 µM: also measured in bCat nuc transl; calls as there; cell count; measured here: cell count, cytotoxicity flag
T cell modulator vesicle-bound %: further read-out of T cell modulator, marked with its call; double positive events, %; measured here: CD8+ vesicle-bound cell fraction;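 binding gate set so that unloaded-vesicle control wells show 10% double positive cells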
MT stabilizer Hoechst-high %: further read-out of MT stabilizer, marked with its call; % Hoechst-high responders; measured here: nuclear condensation Hoechst responders;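 share of cells brighter than vehicle mean plus two SD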
MT stabilizer cytotoxicity %: second read-out of MT stabilizer, no call of its own (marks repeat the call); toxicity, %; measured here: cytotoxicity by cell density;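 0% = mean cell density of plate MIN control wells and 100% = no cells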
Autophagy HCS cell loss 18 h: second read-out of Autophagy HCS, no call of its own (marks repeat the call); toxicity, %; measured here: cell loss, nuclei count;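 cell loss after 18 h compound exposure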
The depositor's hits bear a star; i = inactive; . = not tested or not shown. Outcome played no part in choosing rows; overall some 3% were active at least once.

Values in the order: PhoP inhibition	bCat nuc transl	T cell modulator	Ins promoter up	MT stabilizer cytotoxicity %	Hep lipid drop cells 6.5 µM	T cell modulator vesicle-bound %	Ins promoter up cell count	Autophagy HCS cell loss 18 h	Dynein transport cell count	MT stabilizer	ER stress rescue	Dynein transport	Dynein transport cytoplasmic EGFP	Dynein transport nuclear GR-EGFP	bCat nuc transl cell count 5 µM	MT stabilizer Hoechst-high %	Autophagy HCS	Hep lipid drop
CC(C)(C)NC(=O)C(c1ccco1)N(C(=O)c1csnn1)c1ccccc1 (stereo unspecified)
    -4%	-3.4	i	0.36	5.3	733	50	1285	0	0.4	7.8	0.4%	-0.25	-0.051	0.15	1241	2.8	i	3
Cc1ccc(NCC(=O)N/N=C/c2cccc(Br)c2)cc1
    -2%	1.5	i	0.32	4.9	707	30	1186	14	0.13	2.6	-2.5%	0.36	-0.24	0.2	1106	3.2	i	5
CCOC(=O)c1ccc(NC(=O)CSc2nnc(Cc3cccs3)n2C)cc1
    -16%	.	i	-0.26	97	798	32	1282	-4	-0.15	13	1.0%	-0.86	-0.16	-0.16	.	13	i	-8
O=C(NC(=S)Nc1ccccc1N1CCCC1)c1ccc(F)cc1
    -10%	1.6	i	0.28	1.8	637	21	1531	-3	-1.4	0.8	-1.7%	0.43	-0.24	1.1	912	1.7	i	1
CC12CC3CC(C)(C1)CC(NCc1ccncc1)(C3)C2
    6%	-1.7	i	-0.39	3.7	757	61	1264	28	-0.012	4.6	0.9%	0.26	-0.28	0.13	1175	1.2	i	14
O=C1/C(=C/c2cccs2)SC(=S)N1NS(=O)(=O)c1ccccc1
    -24%	1.0	i	0.27	.	675	38	1366	.	0.81	.	.	-0.46	0.092	-0.15	1293	.	.	-8
COc1ccc(N(CN2C(=O)C3CC=CCC3C2=O)C(=O)c2ccco2)cc1 (stereo unspecified)
    -8%	-1.7	i	0.03	3.0	625	56	1865	-34	-0.71	2.6	-3.4%	0.46	-0.2	0.069	1099	1.5	i	-18
Cc1ccc(NC(=O)c2ccoc2C)cc1C
    -7%	.	i	-0.48	11	643	44	1230	-1	0.81	3.2	-0.2%	-0.71	-0.28	-0.51	.	3.9	i	2
CC(C)C(C)NC(=O)CN1C(=O)NC2(CCCCCC2)C1=O (stereo unspecified)
    -3%	-0.2	i	-0.06	6.5	708	3	1380	-35	0.41	4.5	-4.1%	-0.065	-0.2	0.18	1138	2.5	i	-1
CCCCNC(=S)NNC(=O)C12CC3CC(CC(C3)C1)C2
    6%	-0.1	i	-0.91	7.6	764	42	1274	1	0.91	0.8	-1.6%	-0.23	-0.29	-0.027	1075	1.8	i	-1
COc1cccc(/C=C/C(=O)OCC(=O)NCC2CCCO2)c1 (stereo unspecified)
    -10%	-2.3	i	-0.18	16	678	30	1343	-9	0.0079	1.9	-1.0%	-0.24	-0.22	-0.18	549	2.2	i	-3
CC1(C)CC(NC(=O)C(=O)NCCc2ccccc2)CC(C)(C)N1
    0%	-0.1	i	1.2	.	657	33	986	.	-0.49	.	.	0.28	-0.027	0.59	1211	.	.	-9
CCCCNC(=O)CC1N=C2c3ccccc3N=C(SCC(=O)Nc3cccc(C)c3)N2C1=O (stereo unspecified)
    24%	-0.5	i	1.3	7.4	.	44	1548	21	-0.048	2.6	-3.9%	1.3	-0.24	0.92	1281	2.3	i	.
CN1C(=O)C(C(=O)Nc2ccccc2F)c2ccccc21 (stereo unspecified)
    0%	-0.8	i	0.02	3.1	645	57	1323	1	1	2.3	-4.3%	-0.71	-0.28	-0.71	1041	2.0	i	19
CC(=O)NC1=NN(C(C)=O)C(c2ccccn2)S1 (stereo unspecified)
    0%	2.0	i	-0.01	4.0	734	32	1505	-27	0.45	3.0	0.9%	-0.9	-0.14	-0.23	930	2.8	i	7
CCOc1ccc(Oc2nc(Nc3ccc(C)cc3)nc(N(C)C)n2)nn1
    -6%	.	i	0.92	9.9	733	12	1286	-2	0.35	3.5	-2.3%	0.74	-0.18	0.4	.	2.1	i	-2
CCOC(=O)N1CCN(C(=O)c2ccc(N3C(=O)c4ccccc4C3=O)cc2)CC1
    -8%	.	i	0.14	3.0	727	48	1237	6	0.046	4.0	0.5%	-0.88	-0.21	-0.19	.	2.1	i	-16
COc1cc2c(C(=O)NCCCN3CCN(c4cccc(Cl)c4)CC3)cn(C)c(=O)c2cc1OC
    -9%	-0.6	i	-0.19	9.5	.	31	1547	-4	0.18	3.2	-1.9%	-0.36	-0.18	-0.09	1370	1.7	i	.
C(=N\Nc1nc(-c2ccccc2)cs1)/c1cccs1
    12%	1.4	i	-0.86	6.5	643	24	1329	-36	-0.061	3.1	-2.0%	-0.073	-0.21	-0.17	930	1.9	i	2
Cc1ccc(NC(=O)c2ccccc2NC(=O)CCC(=O)O)cc1
    1%	1.4	i	-0.26	5.9	608	46	1133	3	0.25	2.5	-1.6%	-0.21	-0.29	-0.43	487	1.8	i	0
COc1ccc(NS(=O)(=O)Cc2ccccc2Cl)cn1
    5%	-1.3	i	-0.26	11	.	49	1600	19	0.57	6.0	-1.0%	-1.1	-0.22	-0.35	688	2.5	i	.
CCC(=O)Nc1ccc(C(=O)CSc2nc(N)cc(N)n2)cc1
    5%	-0.3	i	-0.1	.	692	18	1152	.	-1	.	.	0.27	-0.14	0.59	1315	.	.	37
CCOC(=O)C(Sc1cc(-c2ccccc2)nc2ncnn12)C(C)=O (stereo unspecified)
    1%	1.1	i	0.09	.	690	26	1102	.	1.7	.	.	-0.55	-0.14	0.061	1237	.	.	-13
O=C(Oc1ccc2c3c(c(=O)oc2c1)CCCC3)c1ccco1
    -2%	0.8	i	0.43	0.5	750	43	1104	-4	0.13	3.2	4.2%	-0.16	-0.19	-0.12	1049	2.1	i	-4
COc1ccc(C2=NOC(C(=O)NCc3ccccc3)C2)cc1 (stereo unspecified)
    12%	154*	i	0.13	4.9	.	14	1253	33	-0.0049	6.8	-2.0%	-0.41	-0.27	-0.23	701*	3.5	i	.
CCOC(=O)c1cc(=O)n2nc(-c3ccc(C)cc3)nc2s1
    14%	-1.1	i	-0.05	3.3	.	34	1075	-6	0.3	4.3	-0.4%	-0.49	-0.26	-0.054	1123	3.8	i	.
Cc1c(NC(=O)c2ccc3c4c(cccc24)CC3)c(=O)n(-c2ccccc2)n1C
    -3%	0.4	i	-0.05	6.2	764	22	924	5	-1.1	1.5	0.1%	0.96	0.27	0.42	1184	1.2	i	-4
CCOC(=O)c1ccc(NC(=O)CC2C(=O)N(c3cccc(OC)c3)C(=O)N2CCOC)cc1 (stereo unspecified)
    -8%	.	i	-0.04	12	747	57	1185	-9	0.21	4.8	-2.5%	-0.52	0.18	0.36	.	2.0	i	18
CCC(C)OC(=O)C1=C(C)OC23OC(N)=C(C#N)C12C(=O)c1ccccc13 (stereo unspecified)
    4%	-0.6	i	.	5.0	667	45	.	-1	-1.3	4.5	4.0%	2.4	-0.27	1.1	1100	2.7	i	-25
O=c1cc(-c2ccccc2)[nH]n1-c1ccc([N+](=O)[O-])cc1
    6%	.	i	.	4.9	.	28	.	8	-0.25	3.0	-1.6%	-0.054	-0.17	0.27	.	2.1	i	.
Cc1cc(NC(=O)c2ccc(Cl)cc2Cl)n(CCC#N)n1
    -2%	1.0	i	-0.09	7.2	687	32	1418	-1	1.2	2.6	-0.8%	-0.77	-0.25	-0.48	1127	2.4	i	2
CCOc1ccccc1C1C(C#N)=C(N)Oc2cc(N)ccc21 (stereo unspecified)
    -7%	.	i	-0.11	6.8	762	18	884	-20	-1	2.3	-0.4%	0.86	0.34	1	.	1.7	i	4
COC(=O)c1ccc(-n2nnnc2SC)cc1
    -17%	-2.1	i	-0.16	2.7	.	36	1411	-3	-1.3	2.5	-1.2%	1.2	-0.12	0.61	825	2.2	i	.

Entries of single compounds, quoted from the list. Values in the order: PhoP inhibition	bCat nuc transl	T cell modulator	Ins promoter up	MT stabilizer cytotoxicity %	Hep lipid drop cells 6.5 µM	T cell modulator vesicle-bound %	Ins promoter up cell count	Autophagy HCS cell loss 18 h	Dynein transport cell count	MT stabilizer	ER stress rescue	Dynein transport	Dynein transport cytoplasmic EGFP	Dynein transport nuclear GR-EGFP	bCat nuc transl cell count 5 µM	MT stabilizer Hoechst-high %	Autophagy HCS	Hep lipid drop
Entry for COc1ccc(NS(=O)(=O)Cc2ccccc2Cl)cn1 : 5%	-1.3	i	-0.26	11	.	49	1600	19	0.57	6.0	-1.0%	-1.1	-0.22	-0.35	688	2.5	i	.
Entry for COc1ccc(C2=NOC(C(=O)NCc3ccccc3)C2)cc1 (stereo unspecified) : 12%	154*	i	0.13	4.9	.	14	1253	33	-0.0049	6.8	-2.0%	-0.41	-0.27	-0.23	701*	3.5	i	.
